Screens deposited in PubChem BioAssay by several laboratories.
ADAM10 inh – inhibitors of human ADAM10; recombinant ADAM10, EDANS/DABCYL FRET peptide cleavage, 3 h; inhibition, % at 7 µM; 370,000 compounds, 0.62% hits;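 active = inhibition above a per-campaign cutoff equal to the mean of compounds falling between control-based bounds plus 3 SD, cut at about 20% in these data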;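 also: 0% = DMSO wells while the 100% control is not disclosed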
Target sequence (O14672 214-748 limits assumed): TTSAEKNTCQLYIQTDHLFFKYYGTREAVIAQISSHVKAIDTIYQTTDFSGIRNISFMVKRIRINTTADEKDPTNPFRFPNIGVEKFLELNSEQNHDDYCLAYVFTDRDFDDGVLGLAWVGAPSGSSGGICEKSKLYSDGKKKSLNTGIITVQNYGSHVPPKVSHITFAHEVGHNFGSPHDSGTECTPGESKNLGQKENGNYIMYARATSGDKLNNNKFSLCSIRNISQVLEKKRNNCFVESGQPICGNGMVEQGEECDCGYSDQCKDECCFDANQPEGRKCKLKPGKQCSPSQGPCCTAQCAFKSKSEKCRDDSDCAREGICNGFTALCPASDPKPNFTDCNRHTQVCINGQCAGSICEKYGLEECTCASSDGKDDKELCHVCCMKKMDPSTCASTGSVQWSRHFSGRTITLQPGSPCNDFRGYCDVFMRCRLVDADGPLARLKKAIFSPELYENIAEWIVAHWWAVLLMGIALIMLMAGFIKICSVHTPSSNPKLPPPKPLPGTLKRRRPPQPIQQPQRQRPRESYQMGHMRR
GAA850 FXN act – frataxin GAA850 promoter activation. HEK293 lucGAA850 FXN promoter luciferase reporter, 24 h; percent of 10 µM SAHA response. 360,000 compounds, 0.56% hits. activation, % at 6 µM. AID 540364;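 active = activation above the average of all compounds screened plus 3 SD, cutoff fixed separately per campaign, cut at about 7.5% in these data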;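 also: 0% = DMSO wells and 100% = 10 µM SAHA wells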
NPR1 activator – GC-A (human) enzyme activation. P16066. HEK293 GC-A cells, cGMP TR-FRET, EC30 ANP; 0% at EC30 ANP, 100% saturating ANP. activation, % at 10 µM. 370,000 compounds, 0.14% hits; in the data active = activation above about 40%
DDE Tn6 FP inh – DD(E)-Tn6 binding inhibition, primary FP screen; 370,000 compounds, 0.21% hits; AID 720509; P02675; Fibrin DD(E) TRITC-Tn6 fluorescence polarization displacement; inhibition, % at 8.3 µM;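 active = inhibition above a per-campaign cutoff: mean of compounds within control limits plus 3 SD, cut at about 15% in these data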;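 also: 0% = median of all compound wells on the plate and 100% = blocking peptide control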
ASAP1 inh – inhibitors of human ASAP1 ArfGAP activity; Q9ULH1; ASAP1-stimulated ARF1 GTP hydrolysis, GDP FP detection; inhibition, % at 16.5 µM; 360,000 compounds, 0.19% hits; AID 624377; in the data active = inhibition above about 25%;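 also: 0% = vehicle with enzyme and substrate and 100% = no enzyme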
KLK7 zymogen act – proKLK7 (human) activation, primary screen | P49862 | purified proKLK7, EDANS-DABCYL substrate fluorescence; 100% is mature enzyme control, 0% vehicle | activation, % at 7 µM | 370,000 compounds, 0.9% hits | AID 652039;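 active = activation above the mean of all tested compounds plus 3 SD, computed per campaign excluding outliers beyond control limits, cut at about 13% in these data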
Target sequence (P49862 whole entry, looked up): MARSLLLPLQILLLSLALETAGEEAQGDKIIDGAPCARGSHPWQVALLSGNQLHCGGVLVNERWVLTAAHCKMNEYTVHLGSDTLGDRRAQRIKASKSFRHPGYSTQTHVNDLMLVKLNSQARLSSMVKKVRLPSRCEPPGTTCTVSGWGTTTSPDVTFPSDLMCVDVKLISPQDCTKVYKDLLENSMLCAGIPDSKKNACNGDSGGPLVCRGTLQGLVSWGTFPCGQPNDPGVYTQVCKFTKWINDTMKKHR
ARFGAP1 inhibitor – rat ARFGAP1 inhibition; inhibition, % at 16.5 µM; AID 651572; 360,000 compounds, 0.26% hits; Q62848; Arfgap1-stimulated ARF1 GTP hydrolysis, GDP FP detection;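 active = inhibition above a per-plate limit, mean inhibition of low control wells plus 3 SD, cut at about 25% in these data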;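 also: 0% = DMSO wells with enzyme and 100% = wells lacking Arfgap1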
Target sequence (Q62848 1-136 limits assumed): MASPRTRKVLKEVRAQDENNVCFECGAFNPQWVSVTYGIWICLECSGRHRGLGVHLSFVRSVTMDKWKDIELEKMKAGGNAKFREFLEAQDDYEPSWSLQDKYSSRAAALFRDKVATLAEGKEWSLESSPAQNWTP
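Assay system: purified rat His6-Arfgap1 residues 1-136 (GAP domain); Reagent: human Δ17 ARF1 bound to GTP; Dosing: 16.5 µM single point, 1.26% DMSO; Times: GTP hydrolysis reaction 2 h at 25 °C; Signal: FP, GDP Alexa 633 tracer displaced from anti-GDP antibody, 620/688 nm; Measure: % inhibition from polarization.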
HGIII-sPLA2 inh – Inhibits HGIII-sPLA2 liposome hydrolysis, primary screen; inhibition, % at 12.2 µM; 370,000 compounds, 0.56% hits; Q9NZ20; AID 743126; QFRET BODIPY PC-A2 liposome hydrolysis, fluorescence;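 active = inhibition above mean plus 3 SD of compounds lying within the high and low control bounds, cut at about 19% in these data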;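 also: 0% = median of test compound wells and 100% = no enzyme DMSO wells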
rCAG RNA binder – molecules binding r(CAG) RNA repeats; 370,000 compounds, 1.3% hits; r(CAG) RNA repeat, TO-PRO-1 dye displacement fluorescence; inhibition, % at 3 µM;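 active = inhibition above the plate cutoff, the mean of all test compounds on that plate plus 3 SD, cut at about 35% in these data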;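 also: 0% = DMSO alone and 100% = 100 µM mitoxantrone as full dye displacement; higher means more dye released from RNA so lower well fluorescence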
NPR2 activator – GC-B (human) receptor activation | P20594 | HEK293-GC-B cells, CNP EC30, cGMP TR-FRET; 0% at EC30 CNP, 100% saturating CNP | activation, % at 10 µM | 370,000 compounds, 0.11% hits;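 active = activation at 10 µM reaching about 35% in either raw or pattern-adjusted values, limit read from the data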
Active calls of the source: *; i = inactive; x = no result given. Random draw from the library; 4.5% or so of the library scored in one or more.

cpd	mol	KLK7 zymogen act	GAA850 FXN act	NPR2 activator	rCAG RNA binder	HGIII-sPLA2 inh	DDE Tn6 FP inh	NPR1 activator	ASAP1 inh	ARFGAP1 inhibitor	ADAM10 inh
1	CCOP(=O)(OCC)C(NC(=O)Nc1ccc(Cl)cc1)c1ccccc1 (stereo not given)	0.5	-1.5	4	0	-9	4	-3	-6	8	4
2	OC(c1ccccc1)c1ccccc1CN1CCCNC1=S (stereo not given)	-0.2	0.0	0	4	19*	4	2	3	-10	-3
3	CCCCOC(=O)c1cc(=O)[nH]c2ccccc12	2.2	1.8	-3	-2	-6	4	0	1	2	-96
4	O=C(NCCCN1CCOCC1)C1CC(=O)N(c2ccccc2)C1 (stereo not given)	1.1	1.7	3	-1	1	-4	-3	-5	2	-1
5	CC1=CC(=O)C2=C(C)CC[C@@H]3[C@H](OC(=O)[C@H]3C)[C@@H]12	0.0	6.1	7	0	-10	2	0	-8	1	2
6	O=C(NCCSc1c[nH]c2ccccc12)c1ccc(Br)o1	0.1	-1.1	0	3	-12	6	-3	6	13	8
7	O=C1c2ccccc2NC(c2ccc(-c3ccc(Br)cc3)o2)N1O (stereo not given)	-0.6	-2.6	-6	13	-54	-11	-8	-6	-1	-40
8	COCCCN1C(=O)C(CC(=O)NCCN2CCOCC2)CC(C(=O)N2CCOCC2)=C1C (stereo not given)	-0.6	x	2	0	1	-6	1	-7	5	-7
9	Cc1cccc(C(c2c(C)nn(-c3ccccc3)c2N)c2c(C)nn(-c3ccccc3)c2N)c1	-0.1	-4.3	-4	1	4	1	2	-10	-7	15
10	Cc1n[nH]c(=O)c2c1nnn2Cc1ccccc1Cl	0.1	0.5	7	-1	1	-4	3	9	7	3
11	CCN(CC(=O)Nc1ccc(N2CCOCC2)cc1)Cc1nc2ccccc2c(=O)[nH]1	-0.1	1.3	-7	-8	1	-6	0	0	-21	-5
12	FC(F)(F)c1cnc(-c2cnc3c(-c4ccc(Cl)cc4)cnn3c2)c(Cl)c1	0.3	-0.8	-3	1	3	5	-2	-3	-9	5
13	O=C1CCC/C(=N/NC(=O)C2CCN(S(=O)(=O)c3cccs3)CC2)C1	1.0	-0.3	0	4	-30	7	0	-10	3	-138
14	Cc1ccc(OCCn2cnc(Cl)c2Cl)cc1	-0.1	1.3	0	-7	-4	-5	-1	9	-2	-6
15	CCOC(=O)C1=CN(C)CCC1=O	-0.1	-0.9	-3	1	10	-1	3	9	-3	-11
16	COc1ccc(CN2CCN(C(=O)c3cc(C4CC4)nn3-c3ccccc3)CC2)cc1F	0.7	0.1	4	1	-11	3	2	-2	0	-6
17	Cc1cc(Nc2ccccc2C(=O)O)n(-c2cccc(Cl)c2)n1	0.0	-0.7	3	10	-4	2	-3	-8	5	-1
18	O=C(CN1CCN(Cc2ccccc2Cl)C1=O)NCc1ccco1	-0.2	-0.1	-2	4	3	9	2	-8	-2	-8
19	CC1Cc2cc(/C(O)=C3/C(=O)C(=O)N(CCN4CCOCC4)C3c3ccc(C(C)C)cc3)ccc2O1 (stereo not given)	0.3	-0.5	-1	6	-7	4	1	3	-6	-2
20	O=C(NC1CC1)c1cccc(-c2cncc3nccn23)c1	16*	-1.2	-2	1	3	3	2	-1	3	i
21	COc1ccc(CCNC(=O)CCCn2c(=S)[nH]c3cc4c(cc3c2=O)OCO4)cc1OC	-0.1	-0.4	3	2	1	0	-2	-1	12	-6
22	Cc1ccc(NC(=O)CN2CCC3(O)CCCCC3C2c2ccc3c(c2)OCO3)c(C)c1 (stereo not given)	0.0	-3.5	-9	-4	-7	-3	-10	-14	5	5
23	CC(=O)Nc1nc2ccccc2n1Cc1ccccc1	0.3	2.8	1	-4	-2	7	3	-7	-6	14
24	CCCn1cc(SCC(N)=O)c2ccccc21	0.2	1.9	1	1	3	7	-4	7	3	-2
25	CCc1cc(=O)oc2cc(OCC(=O)NCCCN3CCCC3=O)ccc12	-0.3	-0.5	3	-7	5	2	-2	13	9	-173
26	COc1ccccc1N(Cc1cc(=O)[nH]c2ccccc12)C(=O)c1ccc([N+](=O)[O-])cc1	0.5	2.7	-12	4	1	2	-27	-17	0	3
27	Cc1ccc(S(=O)(=O)N(CC(O)CN(C)C)c2ccccc2)cc1 (stereo not given)	0.0	-0.6	-17	0	-1	3	-12	0	-6	4
28	CCCC/C=C/C(NC(=O)c1ccc(C(=O)OC)cc1)c1ccccc1 (stereo not given)	0.8	2.3	-7	5	2	5	2	3	8	9
29	CC(NC(=O)CCc1nc2cc(S(=O)(=O)N3CCOCC3)ccc2n1C)c1ccc(S(N)(=O)=O)cc1 (stereo not given)	-0.4	0.8	8	5	2	-1	-1	-13	-18	-3
30	CC(O)CNc1cnccn1 (stereo not given)	-1.6	0.1	8	2	8	5	17	0	-4	-202
31	Cc1ccccc1NC(=O)CSc1nc2ccccc2c(=O)n1C	0.1	0.8	-4	4	6	4	-2	9	8	8
32	CCc1ccccc1-n1ncc(C(=O)Nc2ccccc2OC)c1C	-0.1	-0.7	-2	-6	-1	5	1	-5	11	8
33	CN1C(=O)c2ccc(C(=O)Nc3ccccc3O)cc2C1=O	-0.4	-1.2	-2	-3	0	3	3	-7	5	-4
34	CC1CCc2sc(C(=O)Nc3ccc(C(N)=O)cc3)cc2C1 (stereo not given)	-39	3.3	-1	11	-10	0	-10	-5	8	-18
35	O=C(c1ccc(NS(=O)(=O)c2ccc3[nH]c(=O)[nH]c3c2)cc1)N1CCN(c2ccccc2O)CC1	0.3	0.9	2	12	-20	0	4	-4	-2	-3
36	CCCCn1cc(S(=O)(=O)c2ccccc2)c(=O)c2cc(C)ccc21	-0.2	1.0	-3	-2	9	-2	-3	-8	5	-3
37	C[C@H]1CN=C(N(C)C)N1CCc1ccc(F)cc1	-0.6	1.6	2	1	1	4	3	0	-9	5
38	O=C(NCCCc1ccccc1)Nc1cccc(Cl)c1	0.1	1.9	-2	0	-16	-8	1	10	-4	9
39	CCCCCCN1CCN(C2CN(Cc3cn(Cc4ccc(Cl)cc4)nn3)S(=O)(=O)C2)CC1 (stereo not given)	-0.6	x	-3	-1	-14	-3	-2	6	1	4
40	CCOc1ccc(Cl)cc1-c1cc(C(=O)Nc2cc(OC)c(OC)c(OC)c2)[nH]n1	0.8	0.1	23	9	-11	-12	20	13	9	20*
41	Cc1ccc(C)c(NC(=O)CN(C)S(=O)(=O)c2cccc3cccnc23)c1	-0.1	0.1	-1	-3	11	-8	-1	2	5	-9
42	N#C/C(=C\c1ccc(O)c(O)c1)C(=O)NCCCc1ccccc1	0.0	7.5	-2	22	-6	-4	1	-14	-1	11
43	N#Cc1cccc(S(=O)(=O)NCC(=O)OCC(=O)NCc2ccccc2)c1	0.1	1.2	-3	5	12	-8	0	12	-11	-24
44	C/C(N)=C(/C#N)C(=O)COC(=O)c1ccc(C#N)cc1	-0.8	-1.2	0	-4	1	0	4	7	16	2
45	CC(C)C[C@H](NC(=O)c1nc[nH]c1C(=O)N[C@@H](CC(C)C)C(=O)OC(C)(C)C)C(=O)OCc1ccccc1	0.0	x	0	2	-12	-1	2	16	-4	6
46	O=c1nc(SCc2ccccc2Cl)nc(-c2ccc(Cl)cc2)[nH]1	0.2	0.0	2	3	0	-2	-1	15	3	13
47	COc1ccc(-c2cc3c(o2)CCCC3OCCN2CCOCC2)cc1 (stereo not given)	4.0	x	-3	3	2	2	3	4	-7	-232
48	CCOc1cccc2cc(C(N)=O)c(=NCc3ccccc3)oc12	0.9	-0.7	8	1	3	-8	5	-3	3	0
49	Cn1c(=O)n(C)c2cc(NC(=O)c3ccc(F)cc3)c(Br)cc21	-1.0	1.4	6	3	-1	-8	-1	4	-3	-2
50	Cc1scc(C(=O)NCc2ccco2)c1-c1ccccc1	0.4	1.6	4	10	4	2	1	10	1	-5

Remaining list, next part:
cpd	mol	KLK7 zymogen act	GAA850 FXN act	NPR2 activator	rCAG RNA binder	HGIII-sPLA2 inh	DDE Tn6 FP inh	NPR1 activator	ASAP1 inh	ARFGAP1 inhibitor	ADAM10 inh
51	CC(OC(=O)C1CCCCC1)C(=O)Nc1cccc([N+](=O)[O-])c1 (stereo not given)	0.0	0.9	-3	5	5	-6	1	-6	7	-18
52	O=c1c([N+](=O)[O-])cc(C(F)(F)F)cn1Cc1c(Cl)cccc1Cl	-0.5	0.4	8	-1	2	-2	4	-1	8	12
53	CCCn1c2ccccc2c2cnn(CC(=O)NC(C)CC)c(=O)c21 (stereo not given)	-0.4	-2.2	-2	2	1	-4	3	5	-3	-43
54	O=C(O)c1ccccc1NCc1cccs1	0.8	0.8	2	5	13	0	1	0	-4	-108
55	c1ccc2cc(Sc3ncnc4c3oc3ccccc34)ccc2c1	-0.1	-2.3	-4	0	4	-2	-14	-3	-1	12
56	CC1(C(=O)O)CCN1C(=O)c1cccnc1Oc1ccccc1 (stereo not given)	0.5	-0.6	6	-1	9	-1	4	1	3	-12
57	COc1cc(CC(=O)O)ccc1O	-0.3	1.1	-4	2	-4	-1	5	-7	3	0
58	Cc1ccc(OCC(=O)NCCNC(=O)c2ccccn2)cc1	-0.2	1.4	-4	-4	3	-1	-2	7	-1	3
59	CC(O)c1nc2ccccc2n1Cc1ccccc1 (stereo not given)	-0.6	-0.3	-4	0	-5	7	5	-9	1	0
60	Nc1nc2ccccc2n1/N=C/c1ccc(Br)cc1	0.4	3.0	x	7	-1	-6	x	6	-4	3
61	COc1ccccc1C(=O)NC(=S)Nc1cccc2cc(O)ccc12	2.5	1.8	-7	28	-38	-1	-3	1	10	25*
62	CC(=O)Nc1ccc(Oc2cnccn2)cc1	0.3	4.5	1	-1	0	3	8	0	3	-3
63	CCCC1CCC2(CC1)CCC2OC(=S)Nc1ccc(I)cc1 (stereo not given)	x	x	0	x	3	-2	-1	x	x	-1
64	Cc1nn(C)c(C)c1/C=N/NC(=O)c1csc2ccccc12	-0.1	x	1	2	1	-2	3	-5	-6	3
65	COc1cc(/C=C2\C=CC(=O)O2)cc(OC)c1	0.9	0.0	-7	1	5	2	36	-12	-10	-1
66	Cc1cc(C[n+]2ncsc2N)c2ncccc2c1	0.0	2.2	0	0	16	-5	-3	-11	0	-22

Some of these compounds in order of SMILES length, rising.
cpd	mol	KLK7 zymogen act	GAA850 FXN act	NPR2 activator	rCAG RNA binder	HGIII-sPLA2 inh	DDE Tn6 FP inh	NPR1 activator	ASAP1 inh	ARFGAP1 inhibitor	ADAM10 inh
54	O=C(O)c1ccccc1NCc1cccs1	0.8	0.8	2	5	13	0	1	0	-4	-108
62	CC(=O)Nc1ccc(Oc2cnccn2)cc1	0.3	4.5	1	-1	0	3	8	0	3	-3
60	Nc1nc2ccccc2n1/N=C/c1ccc(Br)cc1	0.4	3.0	x	7	-1	-6	x	6	-4	3
53	CCCn1c2ccccc2c2cnn(CC(=O)NC(C)CC)c(=O)c21 (stereo not given)	-0.4	-2.2	-2	2	1	-4	3	5	-3	-43
